Screening results from PubChem.
Growth percent in the NCI-60 one-dose screen (48 h, 10 µM unless noted): 100 = growth as untreated, 0 = no growth, -100 = all killed.
MOLT-4: MOLT-4 leukemia cells | actives 6.9% (n = 80,000) | AID 1794779
EKVX: EKVX NSCLC. actives 3% (n = 71,000). AID 1794765
HOP-62: HOP-62 NSCLC | AID 1794735 | actives 3.9% (n = 80,000)
HOP-92: HOP-92 NSCLC cells; actives 6.3% (n = 71,000)
A549/ATCC: A549/ATCC NSCLC; actives 3.7% (n = 81,000)
M14: M14 melanoma. actives 6.2% (n = 80,000). AID 1794745
CCRF-CEM: CCRF-CEM leukemia; actives 7% (n = 77,000); AID 1794778
RPMI-8226: RPMI-8226 leukemia cells | actives 7.5% (n = 77,000)
Numbers without * were called inactive; nt = not tested or not shown; & = joins results of further samples. The calls were made as follows: active = growth percent below 10; inactive = the rest. Compounds were not picked by outcome (roughly 12% active in at least one column).

item	Structure	MOLT-4	EKVX	HOP-62	HOP-92
1	c1ccc2nc(Cn3cc[n+](Cc4ccc5ccccc5n4)c3)ccc2c1	65.4	88.3	82.5	34.3
2	N#CC(C#N)=C(C#N)Nc1ccc(F)cc1	102.7	97.6	124.9	87.5
3	c1ccc(COc2cccc3ccccc23)cc1	114.4	94.6	96.5	86.6
4	CC(NC(=O)SCc1ccccc1)C(=O)O (configuration not stated)	112.9	102.1	103.3	110.0
5	COC(=O)/C=C/c1ccc(OC)cc1	96.1	91.7	91.8	96.3
6	S=c1[nH]c(=S)c2c(-c3ccccc3)c(-c3ccccc3)oc2[nH]1	101.0	103.1	92.6	100.2
7	c1ccc2c(c1)C[C@@H](c1c[nH]c3ccccc13)c1[nH]c3ccccc3c1[C@H]2c1c[nH]c2ccccc12	43.5	71.1	73.1	85.6
8	Cc1nc(/N=C(\N)NC(=O)Nc2cccc([N+](=O)[O-])c2)sc1C	51.5	77.3	83.3	84.1
9	O=C(O)CCCCCNC(=O)c1nc(-c2ccccc2)n(-c2ccc([N+](=O)[O-])cc2)n1	107.2	100.5	104.7	106.2
10	O=C1NCC(=O)N2[C@@H](c3ccccc3)SC[C@@H]12	96.0	97.0	109.6	110.2
11	CC(=O)Nc1ccc(SC(Sc2ccc(NC(C)=O)cc2)c2ccccc2)cc1	nt	104.7	97.5	nt
12	CCN(CC)c1ncnc2c1nnn2C	81.9	94.5	90.3	76.3

item	A549/ATCC	M14	CCRF-CEM	RPMI-8226
1	77.5	69.0	80.0	29.6
2	116.1	105.5	103.4	106.9
3	101.7	nt	102.3	104.7
4	100.1	103.7	103.7	116.9
5	87.4	98.7	101.5	109.2
6	95.7	104.8	113.7	106.6
7	70.3	62.1	64.3	59.3
8	89.1	57.1	69.1	74.3
9	105.2	105.6	106.3	114.2
10	nt	111.5	94.6	98.8
11	102.9	105.4	97.6	96.2
12	98.1	99.7	94.3	97.1

Overlap with the part before: two entries, then new ones.
item	Structure	MOLT-4	EKVX	HOP-62	HOP-92
11	CC(=O)Nc1ccc(SC(Sc2ccc(NC(C)=O)cc2)c2ccccc2)cc1	nt	104.7	97.5	nt
12	CCN(CC)c1ncnc2c1nnn2C	81.9	94.5	90.3	76.3
13	CC(C)(C)[N+](Cc1ccccc1)(Cc1ccccc1)Cc1ccccc1	93.9	101.4	110.4	nt
14	C#Cc1cccc(Nc2ncnc3ccc(-c4cnc(N)nc4)cc23)c1	19.6	2.4*	28.4	15.0
15	O=c1[nH]cc(C(F)(F)F)c(=O)[nH]1	105.2	96.9	38.7	97.4
16	O=C(c1nc2ccccc2[nH]1)C1C(c2ccco2)C2CC3CCCCC3N2[C@@]12C(=O)Nc1cc(Cl)ccc12 (some centres not stated)	48.8	74.4	83.4	82.7
17	CSc1nnc(-c2cc(-c3ccccc3)nc3ccccc23)n1-c1ccccc1	79.8	94.0	94.3	91.0
18	CC(C)OC(=O)Nc1cccc(F)c1	102.8	97.0	102.2	90.9
19	COc1ccc(N2C(=O)c3cc(OC)c(OC)cc3NC2SCc2ccccc2)cc1 (configuration not stated)	88.0	91.8	107.4	111.8
20	Clc1ccc(-c2nn(-c3ccccc3)cc2-c2nc3ccccc3o2)cc1	92.7	104.3	123.2	91.7
21	CC1=C2CCCCC2CCC1=O (configuration not stated)	103.1	nt	117.1	97.4
22	O=C(Nc1ccc(-n2cc(-c3ccncc3)c(-c3ccc(Cl)c(O)c3)n2)cc1)Nc1cccc(Cl)c1Cl	93.8	95.9	92.1	nt
23	Cc1ccc(-c2nc(N3CCN(C(=O)Nc4ccc(Cl)c(C(F)(F)F)c4)CC3)c3ccccc3n2)cc1	49.2	79.4	79.2	82.0
24	O=C1NC(=O)C(=Cc2cn(Cc3cn(Cc4cccc5ccccc45)nn3)c3ccccc23)C(=O)N1	84.6	97.5	88.0	100.9

item	A549/ATCC	M14	CCRF-CEM	RPMI-8226
11	102.9	105.4	97.6	96.2
12	98.1	99.7	94.3	97.1
13	100.3	100.5	94.3	97.4
14	35.9	36.8	35.7	22.8
15	98.6	94.4	117.0	121.8
16	55.9	66.5	59.5	35.2
17	93.5	105.8	121.2	106.5
18	99.6	95.5	94.3	97.7
19	109.8	nt	105.3	113.7
20	97.2	111.7	97.8	93.5
21	105.1	97.9	98.5	107.5
22	112.9	74.9	98.9	75.7
23	64.0	73.8	65.8	nt
24	104.3	91.1	78.3	86.9

Further entries
item	Structure	MOLT-4	EKVX	HOP-62	HOP-92
25	O=C1Nc2ccc(F)cc2/C1=C/c1cccc(OCc2ccccn2)c1	12.1	28.3	78.9	26.5
26	COc1ccc(NC(=O)Nc2ccc(OCCCCCC(=O)Nc3ccccc3O)cc2)cc1	82.4	116.7	99.7	91.3
27	Cc1csc(/N=C/c2ccc([N+](=O)[O-])o2)n1	91.5	101.8	124.4	110.9
28	Cn1c(=O)[nH]c(=O)c2nc(CCC(=O)NCCCC(=O)O)c(=O)[nH]c21	108.4	99.1	101.7	96.3
29	O=C(O)CCn1c2ccccc2c2ccccc21	76.9	117.1	103.5	96.7
30	COc1cc(-c2nc(-c3ccccc3)[nH]c2-c2ccnc(NCCCNS(=O)(=O)c3ccc(Cl)cc3)n2)ccc1F	31.7	58.4	106.5	98.5
31	N#CC1=C(N)Oc2c(ccc3ccccc23)C1c1cccs1 (configuration not stated)	2.0*	nt	25.5	35.5
32	Cc1nc2c(C)c(C(=O)Nc3cccc(C(F)(F)F)c3)sc2c(=O)[nH]1	78.6	89.8	96.0	nt
33	NCCNc1nc2ccccc2c2c(=O)c3cc(F)cc(F)c3sc12	95.4	99.6	97.1	90.6
34	O=C(CC(O)c1ccncc1)c1ccccc1 (configuration not stated)	90.9	nt	22.9	10.2
35	COc1ccc(C2=C(c3ccccc3)C(c3ccccc3)=C(c3ccc(OC)cc3)C2=O)cc1	121.1	92.1	87.9	54.6
36	Cc1cc(C)cc(Oc2ccc(Nc3ncnc4onc(-c5ccccc5)c34)cc2)c1	94.8	106.5	102.7	98.8

item	A549/ATCC	M14	CCRF-CEM	RPMI-8226
25	77.4	36.3	3.9*	18.6
26	94.0	108.7	103.4	97.9
27	99.5	84.1	89.6	101.7
28	102.6	100.4	102.6	108.2
29	111.2	nt	102.5	103.1
30	53.0	51.8	44.6	52.0
31	22.5	17.3	5.2*	-17.3*
32	84.7	99.3	82.8	88.7
33	99.9	108.7	59.4	nt
34	15.5	90.8	99.9	97.9
35	77.9	86.6	81.4	99.3
36	89.1	96.7	96.3	92.0

(list continues)
item	Structure	MOLT-4	EKVX	HOP-62	HOP-92
37	O=C1/C(=C/c2cc3cc4c(cc3nc2Cl)OCO4)SC(=S)N1CCc1ccc(O)cc1	69.0	95.8	98.7	90.0
38	CC(=O)OCC1OC(n2ccc(=S)[nH]c2=O)C(OC(C)=O)C1OC(C)=O (configuration not stated)	100.7	nt	125.7	89.2
39	COc1ccc(/C=C/C(=O)c2cccc(OCCCCOc3cccc(C(=O)/C=C/c4ccc(OC)cc4)c3)c2)cc1	96.2	95.8	95.7	93.4
40	CC(C)(C)OC(=O)/C=C/c1cccc2c1C(=O)NC(C)(c1cc3cc4ccccc4cc3oc1=O)N2 (configuration not stated)	79.8	83.0	87.4	63.9
41	O=C(O)c1cn(C2CC2)c2cc(N3CCN(C(=O)CSc4nnc(-c5ccc(Cl)cc5)n4-c4ccccc4)CC3)c(F)cc2c1=O	102.7	111.0	80.7	79.6
42	CC(C)(C)C(=O)/C=C/c1cccc(F)c1	110.7	96.3	103.5	91.1
43	COc1ccc(/C=N\NC(=O)c2ccncc2)cc1	96.3	nt	87.8	86.9
44	C#C[C@]1(O)CC[C@H]2[C@@H]3CC=C4c5nc(Nc6ccccc6[N+](=O)[O-])sc5CC[C@]4(C)[C@H]3CC[C@@]21C	43.7	67.4	69.2	72.6
45	O=C(COc1ccc(NC(=O)Nc2ccc(Cl)cc2)cc1)N/N=C/c1ccc(O)cc1	88.7	98.8	99.0	105.8
46	COCCOCn1c(N(C)C)c(C#N)c2c(N)ncnc21	90.2	95.0	82.6	97.9
47	CCOc1ccc2nc(N(Cc3ccc(C(C)C)cc3)C(C)=O)sc2c1	109.9	81.6	nt	94.8
48	CCC(=O)OC(C)COc1ccc(C(C)(C)C)cc1 (configuration not stated)	102.3	108.6	106.3	nt

item	A549/ATCC	M14	CCRF-CEM	RPMI-8226
37	97.8	98.6	41.3	86.0
38	106.6	99.0	104.4	106.9
39	92.2	91.2	92.6	89.5
40	80.8	93.5	69.6	79.6
41	94.3	108.9	84.3	102.5
42	79.5	108.1	104.4	102.7
43	98.4	100.3	102.2	100.8
44	62.2	-23.1*	61.9	1.1*
45	96.7	101.0	100.9	95.5
46	97.7	98.1	nt	91.0
47	101.1	95.6	107.4	106.2
48	109.6	99.6	96.0	103.2

In another format: results already given.
#43 COc1ccc(/C=N\NC(=O)c2ccncc2)cc1
  MOLT-4: 96.3; EKVX: nt; HOP-62: 87.8; HOP-92: 86.9; A549/ATCC: 98.4; M14: 100.3; CCRF-CEM: 102.2; RPMI-8226: 100.8

#44 C#C[C@]1(O)CC[C@H]2[C@@H]3CC=C4c5nc(Nc6ccccc6[N+](=O)[O-])sc5CC[C@]4(C)[C@H]3CC[C@@]21C
  MOLT-4: 43.7; EKVX: 67.4; HOP-62: 69.2; HOP-92: 72.6; A549/ATCC: 62.2; M14: -23.1*; CCRF-CEM: 61.9; RPMI-8226: 1.1*

Next part.
item	Structure	MOLT-4	EKVX	HOP-62	HOP-92
49	CCOC(=O)CCC(NC(=O)CCCCSc1ncnc2nc[nH]c12)C(=O)OCC (configuration not stated)	90.0	nt	95.7	nt
50	[O-][N+](=C(c1ccccc1)c1ccccc1)c1ccccc1	93.8&94.2	96.9&116.7	83.7&92.2	94.2
51	COc1ccc(-c2[nH]c3ccccc3c2/C=C(\C#N)S(=O)(=O)c2ccccc2)cc1	6.1*	14.1	35.5	65.5
52	Oc1ccccc1/C=N/c1[nH]c(=S)nc2oc(-c3ccccc3)c(-c3ccccc3)c12	76.2	80.3	84.3	99.1
53	CC(C)(Cl)C1CCC(CC(Cl)(Cl)Cl)CC1 (configuration not stated)	103.3	106.8	90.8	nt
54	C#C[C@@]1(O)[C@@H](CO)O[C@@H](n2cc(I)c3c(N)ncnc32)[C@@H]1O	-18.8*	-19.2*	-3.4*	-23.8*
55	COc1cc(/C=N/NC(=O)c2ccc(C)nc2)cc(OC)c1OC	57.8	90.4	104.8	90.5
56	N=C(N)c1ccc(-c2ccc(Cl)cc2)cn1	93.6	89.6	92.7	71.1
57	CC(C)N(C(=S)SSC(=S)N(C(C)C)C(C)C)C(C)C	104.8	110.4	104.4	nt
58	COc1ccc([N+](=O)[O-])c(/C=C/C(=O)c2ccccn2)c1	13.3	nt	78.5	66.9
59	COc1ccc2c(c1)sc1nc(-c3ccc(Br)cc3)cn12	103.6	113.4	108.2	100.8
60	O=C(CCC1CCCC1)c1ccccc1	96.5	nt	93.1	nt

item	A549/ATCC	M14	CCRF-CEM	RPMI-8226
49	nt	96.2	nt	95.1
50	94.6&107.3	99.6&99.2	99.9&93.1	98.8&96.4
51	33.9	20.2	8.1*	nt
52	90.7	104.9	nt	97.1
53	106.0	107.3	104.4	102.8
54	-56.5*	22.4	6.8*	5.8*
55	90.9	107.7	87.0	121.0
56	100.0	96.0	nt	93.1
57	95.9	100.5	87.5	87.2
58	87.8	104.1	49.6	52.6
59	95.0	103.0	109.0	112.1
60	nt	101.4	nt	88.8

(list continues)
item	Structure	MOLT-4	EKVX	HOP-62	HOP-92
61	COc1ccc(-c2cc(-c3ccccc3)nn(CC(=O)N3CCN(c4ccc(F)cc4)CC3)c2=O)cc1	85.1	nt	89.7	100.7
62	Cc1ncc(C)c2c([N+](=O)[O-])cccc12	99.8	nt	105.9	nt
63	O=C(Nc1ccc(Cl)cc1)P(=O)(O)c1ccccc1	91.9	123.5	105.1	115.4
64	CN(C)c1ccc(Cc2cc(-c3ccccc3)nn(C/C(=N/O)c3ccccc3)c2=O)cc1	35.1	49.5	75.1	55.9
65	CC1=C[C@H]2C[C@H](C)[C@H]3CC[C@H](C)C4=C3[C@@H](OC4=O)[C@@]2(C)C1	nt	nt	94.6	90.4
66	CC1(C)O[C@@H]2CC3C4CCC5=CC(=O)CCC5(C)C4(F)C(O)CC3(C)[C@]2(C(=O)CCl)O1 (some centres not stated)	91.7	61.4	103.8	67.4
67	COC(=O)[C@@]1(C)CC[C@]2(C)CC[C@]3(C)[C@@H](NC(=O)C[C@@H]4[C@@]5(C)CCC(=O)NC(C)(C)[C@@H]5CC[C@]43C)[C@@H]2C1	59.5	96.5	95.4	102.3
68	CCCCOC(=O)Cn1c(=O)c2nc3cc(-c4ccc(F)cc4)oc3nc2n(C)c1=O	103.6	98.9	104.5	86.8
69	CS(=O)(=O)c1cccc(-c2c(-c3cccc(OCc4ccccc4)c3)nc3sccn23)c1	73.7	72.7	99.3	83.4
70	Cc1nnc(SCc2nc3sc4c(c3c(=O)[nH]2)CCCC4)s1	97.1	121.5	94.5	77.8
71	CCC(C)c1c(NC(=O)c2ccccc2)o[nH]c1=O (configuration not stated)	100.2	111.3	111.8	98.2
72	Nc1ccccc1Nc1ccc([N+](=O)[O-])c2nonc12	99.8	87.4	78.2	84.1
73	C#CCN(C)CCCOc1ccc(N(CC)C(=O)c2cc(C(C)C)c(O)cc2O)cc1Cl	-33.6*	-7.8*	26.0	-44.6*
74	CCC(=O)Nc1cc(C)ccc1C	98.1	96.8	95.3	104.7

item	A549/ATCC	M14	CCRF-CEM	RPMI-8226
61	97.2	95.6	98.2	101.0
62	99.7	106.8	105.7	99.6
63	86.3	103.3	97.8	101.4
64	30.2	57.0	46.6	28.2
65	71.5	105.7	85.7	95.7
66	69.3	97.6	47.0	65.9
67	80.2	92.2	94.5	67.2
68	102.6	111.6	109.5	114.2
69	82.3	100.5	85.1	100.1
70	109.9	101.4	92.1	88.4
71	104.9	91.7	95.0	89.8
72	92.2	95.2	97.9	96.7
73	15.9	-45.8*	7.3*	-33.5*
74	97.1	104.5	104.9	103.5
